# High-throughput results as filed in PubChem.
# Dynein transport = inhibitors of GR-EGFP nuclear translocation, primary screen, dynein cargo transport inhibitor project, imaging, high-content, 3617.4 mouse cells; z-score, hits read low; test concentration mostly 20 µM; stimulated with dexamethasone, 1 µM; active compounds read low; 0.47% of 220,000 active;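 active = plate z-score of nuclear minus cytoplasmic receptor signal below a set negative limit, without overly bright fluorescence or cell loss, cut at about -3.5 in these data, passing the limit was not always enough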;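 also: z-score of nuclear minus cytoplasmic ring GR-EGFP intensity difference per well; some compounds called inactive have numbers as strong as hits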
#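 Schedule: 48 h induction, then 1 h compound, then 30 min agonist, 37 °C. Buffer or medium: tetracycline-free induction medium containing charcoal-stripped FBS. Reagent: 1.0 µM final dexamethasone stimulus. Evaluation: nuclear versus cytoplasmic GR-EGFP signal, averaged per well. Signal: high-content fluorescence imaging after fixation.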
# b-catenin transl = modulators of beta-catenin nuclear translocation, primary screen, imaging, HeLa cells, immunofluorescence, high-content. 0.3% of 190,000 active. AID 1665, 2009. nuclear translocation activity, % at 5 µM;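 active = nuclear translocation activity above 50% at 5 µM, with a well cell count of 50 or more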;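 also: per-cell ratio of nuclear to cytoplasmic median beta-catenin stain intensity; plate controls were DMSO negative control for no effect and GSK-3 inhibitor IX positive control for full effect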
#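 test system = HeLa cells, endogenous beta-catenin | dosing = single 5 µM dose plus 0.02–20 µM confirmation series | times = compound treatment 24 h, 37°C, 5% CO2 | technique = beta-catenin immunofluorescence imaging with DAPI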
# Hep lipid drop = inhibitors of hepatocyte lipid droplet formation, primary screen, imaging, high-throughput imaging, BODIPY stain | 0.4% of 240,000 active | AML12 mouse hepatocytes, oleate lipid droplets | inhibition, % at 6.5 µM;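 active = lipid droplet intensity inhibited by at least 50%, with more than 500 cells counted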
#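 material = mouse AML12 hepatocyte cell line, fixed after treatment | also added = 100 µM oleic acid challenge | doses = compound at 6.5 µM only | schedule = overnight exposure | technique = Image-based BODIPY and DAPI two-channel analysis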
# Dynein transport cytoplasmic EGFP = also measured in Dynein transport; calls as there; z-score; measured here: cytoplasmic GR-EGFP intensity; active compounds read high
# Dynein transport nuclear GR-EGFP = second read-out of Dynein transport, no call of its own (marks repeat the call); z-score; measured here: nuclear GR-EGFP intensity;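 lower value marks the stronger effect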
# Dynein transport cell count = further read-out of Dynein transport, marked with its call; z-score; measured here: cell count per field
# Hep lipid drop cells 6.5 µM = second read-out of Hep lipid drop, no call of its own (marks repeat the call); cell count; measured here: cell count, cytotoxicity flag;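 cells counted across two imaged fields per well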
# b-catenin transl cell count 5 µM = second read-out of b-catenin transl, no call of its own (marks repeat the call); cell count; measured here: cell count, cytotoxicity flag
# * hit, by the source's call; / = not tested or not shown. Not all compounds are listed; count on the stated rates, not on these rows.
SMILES,Dynein transport,Dynein transport cytoplasmic EGFP,Dynein transport nuclear GR-EGFP,Dynein transport cell count,b-catenin transl,b-catenin transl cell count 5 µM,Hep lipid drop,Hep lipid drop cells 6.5 µM
CCN(CC)S(=O)(=O)c1ccc(C(=O)O)cc1,/,/,/,/,/,/,0,860
COc1c(O)cc2c(c1O)[C@@H]1O[C@H](CO)[C@@H](O)[C@H](O)[C@H]1OC2=O,/,/,/,/,/,/,-1,809
C/C=C(/C)C(=O)O[C@@H]1c2cc3c(c4c2[C@@]2(CO4)C(=O)C(OC)=C(OC)C=C2C[C@@H](C)[C@H]1C)OCO3,0.26,-0.77,0.24,-0.15,-1.3,1048,-12,739

# Single records, from the list above. Order of screens: Dynein transport	Dynein transport cytoplasmic EGFP	Dynein transport nuclear GR-EGFP	Dynein transport cell count	b-catenin transl	b-catenin transl cell count 5 µM	Hep lipid drop	Hep lipid drop cells 6.5 µM
# `C/C=C(/C)C(=O)O[C@@H]1c2cc3c(c4c2[C@@]2(CO4)C(=O)C(OC)=C(OC)C=C2C[C@@H](C)[C@H]1C)OCO3` as listed: 0.26	-0.77	0.24	-0.15	-1.3	1048	-12	739
# `CCN(CC)S(=O)(=O)c1ccc(C(=O)O)cc1` as listed: /	/	/	/	/	/	0	860

# Results in Hep lipid drop cells 6.5 µM, Hep lipid drop and Dynein transport cell count (2 entries from above):
SMILES | Hep lipid drop cells 6.5 µM | Hep lipid drop | Dynein transport cell count
COc1c(O)cc2c(c1O)[C@@H]1O[C@H](CO)[C@@H](O)[C@H](O)[C@H]1OC2=O | 809 | -1 | /
C/C=C(/C)C(=O)O[C@@H]1c2cc3c(c4c2[C@@]2(CO4)C(=O)C(OC)=C(OC)C=C2C[C@@H](C)[C@H]1C)OCO3 | 739 | -12 | -0.15

# Looked up one by one from the entries so far:
SMILES,Dynein transport,Dynein transport cytoplasmic EGFP,Dynein transport nuclear GR-EGFP,Dynein transport cell count,b-catenin transl,b-catenin transl cell count 5 µM,Hep lipid drop,Hep lipid drop cells 6.5 µM
CCN(CC)S(=O)(=O)c1ccc(C(=O)O)cc1,/,/,/,/,/,/,0,860
C/C=C(/C)C(=O)O[C@@H]1c2cc3c(c4c2[C@@]2(CO4)C(=O)C(OC)=C(OC)C=C2C[C@@H](C)[C@H]1C)OCO3,0.26,-0.77,0.24,-0.15,-1.3,1048,-12,739
